TrxR1 substrate: rat thioredoxin reductase 1 substrate activity. AID 588456. actives 0.01% (n = 390,000). purified TrxR1 substrate turnover, NADPH consumption readout. Potency, µM (highest dose often 114 µM), inactives show at the top dose activity change, negative = substrate turnover. O89049; note: potency is the fitted concentration of half-maximal effect; % is set by controls: 0 for no effect and ±100 for the full control effect; nearly all actives have a fitted effect of over 50% in size
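Rat TrxR1, dispensed at 90 nM, was prereduced with 400 uM NADPH (final) for 5 min at ~22 deg C, then incubated with compound 15 min before 400 uM selenite. A first-read NADPH fluorescence drop versus no-compound background flagged substrates.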
GLS inhibitor: inhibitors of human glutaminase (GLS); O94925; GLS enzymatic activity, qHTS titration; Potency, µM (top dose mostly 45.5 µM), for the others: at the top dose activity change, negative = inhibition, hits mostly inhibitors; actives 0.21% (n = 410,000); note: potency is the fitted concentration of half-maximal effect; % is set by controls: 0 for no effect and ±100 for the full control effect
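hKGA in 45 mM KH2PO4 pH 8.2, 0.02% Tween-20 with pin-transferred compounds; 1 mM L-glutamine (stock) plus glutamate oxidase/HRP/Amplex Red coupling added. Fluorescence read initially and after 30 min at RT.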
Pin1 inh: human Pin1 inhibition; Q13526; Pin1 FP peptide displacement, HiFluor488, 10 min; Potency, µM (top dose mostly 115 µM), without a hit: top-dose activity, negative = inhibition, most hits filed as inhibitors; actives 0.009% (n = 390,000); active = well fitted inhibition curve with a large enough effect in the polarisation, with a control signal flat, not every such curve was filed as active; inconclusive = small, poorly fitted or top-dose-only effect, or effect the other way, or a change in a side signal; inactive = no such curve, though single readings can be large or run the other way; the % refers to the polarisation; note: potency is the fitted concentration of half-maximal effect; % is set by controls: 0 for no effect and ±100 for the full control effect
TrxR1 inh: blocks rat thioredoxin reductase 1; O89049; recombinant rTrxR1, NADPH fluorescence consumption, selenite substrate; Potency, µM (doses to about 114 µM), for inactives: at the top dose activity change, negative = inhibition, actives largely listed as inhibitors; actives 1% (n = 390,000); note: potency is the fitted concentration of half-maximal effect; % is set by controls: 0 for no effect and ±100 for the full control effect; nearly all actives have a fitted effect of over 65% in size
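Rat TrxR1 (90 nM in the dispensed reagent) was pre-reduced with 400 uM NADPH for 5 min at room temperature, then incubated with compound for 15 min. After 400 uM selenite was added, NADPH fluorescence (Ex 340/Em 450 nm) was followed for 8 min.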
PI4K2A block: blocks human PI4K2A kinase activity | Q9BTU6 | purified PI4K2A, ADP-Glo luminescence, 1 h; stronger effect = lower value | activity change, negative = inhibition, % at 76.9 µM | actives 0.13% (n = 420,000) | AID 1346378; in the data active = activity change below about -50%; inconclusive = mostly about -30% to -49%;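 note: -100% = wells without enzyme as full effect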
Target sequence (Q9BTU6 whole entry, looked up): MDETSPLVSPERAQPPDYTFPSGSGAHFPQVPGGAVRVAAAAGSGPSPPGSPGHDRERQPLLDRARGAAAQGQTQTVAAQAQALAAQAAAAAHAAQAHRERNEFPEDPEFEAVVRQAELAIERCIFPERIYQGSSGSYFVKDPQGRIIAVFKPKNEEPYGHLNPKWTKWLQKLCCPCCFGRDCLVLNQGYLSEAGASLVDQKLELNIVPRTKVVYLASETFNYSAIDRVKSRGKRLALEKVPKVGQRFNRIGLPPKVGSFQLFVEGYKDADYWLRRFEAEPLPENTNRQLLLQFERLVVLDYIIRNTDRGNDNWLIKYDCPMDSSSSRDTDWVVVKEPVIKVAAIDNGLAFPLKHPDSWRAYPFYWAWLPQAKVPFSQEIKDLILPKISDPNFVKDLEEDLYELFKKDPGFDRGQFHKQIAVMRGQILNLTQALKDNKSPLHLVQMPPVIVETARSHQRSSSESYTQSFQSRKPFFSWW
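In this quantitative HTS, ADP production by PI4K2A was quantified luminescently after 1 h at ambient temperature; 100 microM adenosine served as plate-quality control.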
USP1-UAF1 inh: USP1/UAF1 (human) deubiquitinase inhibition; O94782; recombinant USP1/UAF1, Ub-Rhodamine cleavage fluorescence; Potency, µM (top dose mostly 57.1 µM), for inactives: at the top dose activity change, negative = inhibition, hits mostly inhibitors; actives 0.23% (n = 390,000); AID 743255; note: potency is the fitted concentration of half-maximal effect; % is set by controls: 0 for no effect and ±100 for the full control effect; nearly all actives have a fitted effect of over 60% in size; inactives centre near -12
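In this screen, compounds sit with the deubiquitinase complex (1nM) for 15 min at room temperature before Ub-Rho is added at 150nM final. Fluorescence rise is then followed for 6 reads every 60 seconds.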
IDH1 R132H inh: human IDH1 R132H inhibition | actives 0.093% (n = 390,000) | Potency, µM (titrated, usually from 76.6 µM), for the others: at the top dose activity change, negative = inhibition, hits mostly inhibitors | O75874 | IDH1-R132H enzyme, NADPH consumption, diaphorase/resazurin fluorescence; note: potency is the fitted concentration of half-maximal effect; % is set by controls: 0 for no effect and ±100 for the full control effect; nearly all actives have a fitted effect of over 65% in size
Target sequence (O75874 whole entry R132H, stated change not applied): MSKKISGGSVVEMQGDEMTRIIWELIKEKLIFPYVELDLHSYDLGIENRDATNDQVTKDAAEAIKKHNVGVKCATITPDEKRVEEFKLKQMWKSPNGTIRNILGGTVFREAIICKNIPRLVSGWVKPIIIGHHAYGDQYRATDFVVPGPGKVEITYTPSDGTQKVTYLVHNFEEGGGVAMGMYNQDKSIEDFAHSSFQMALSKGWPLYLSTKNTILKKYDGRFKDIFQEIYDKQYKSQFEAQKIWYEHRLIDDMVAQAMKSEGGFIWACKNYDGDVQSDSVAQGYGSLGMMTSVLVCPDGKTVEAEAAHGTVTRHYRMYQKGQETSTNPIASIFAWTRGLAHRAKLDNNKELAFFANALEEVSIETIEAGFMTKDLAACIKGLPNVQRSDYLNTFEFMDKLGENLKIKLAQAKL
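IDH1-R132H (0.5 ug/mL dispensed) in pH 7.5 Tris buffer was preincubated 30 min with compound, then given a substrate mix of 0.016 mM NADPH and 2 mM alpha-KG for 80 min at room temperature; remaining NADPH was read by diaphorase/resazurin fluorescence.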
Tb PGK inh: blocks T. brucei phosphoglycerate kinase | P07378 | PGK/GAPDH coupled, Kinase-Glo luminescence, 60 min | Potency, µM (highest dose often 57.5 µM), for inactives: top-dose activity change, negative = inhibition, most hits filed as inhibitors | actives 0.043% (n = 380,000) | AID 602233; note: potency is the fitted concentration of half-maximal effect; % is set by controls: 0 for no effect and ±100 for the full control effect; nearly all actives have a fitted effect of over 60% in size
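Luminescent ATP detection (Kinase-Glo Plus) follows a 60-minute room-temperature incubation, with wells lacking PGK as controls. Buffer: 100 mM TEA (pH 7.6), 5 mM MgCl2, 0.01% Tween-20. Coupling enzyme GAPDH (100 nM final) supplies unstable 1,3-BPG in-well.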
HP1b chromo inh: HP1-beta chromodomain-methylated histone interaction inhibition | AlphaScreen HP1-beta / biotin-H3K9me3 peptide binding | Potency, µM (series often up to 114 µM), inactives show at the highest dose activity change, negative = inhibition, hits mostly inhibitors | actives 0.56% (n = 390,000); note: potency is the fitted concentration of half-maximal effect; nearly all actives have a fitted effect of over 70% in size; inactives centre near 23
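AlphaScreen: HP1-beta (50 nM) preformed 30 min with biotin-H3(1-18)K9me3 peptide (50 nM) in PBS pH 7.4, 0.01% Tween-20. Compound added for 30 min at RT, then streptavidin donor/nickel chelate acceptor beads (10 ug/mL) for 30 min.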
Starred values were filed as active, the others as inactive; i = inactive; ? = inconclusive; . = no result given; & = joins results of further samples; [ ] = dose if it differs, or a comment. Unless noted, calls come from the whole dose curve; as a rule, active = well fitted curve in the direction sought with a large enough effect; inconclusive = small, poorly fitted or top-dose-only effect, or another doubt; inactive = no such curve, though single readings can be large; an effect the other way counts as inactive or inconclusive.

mol,TrxR1 substrate,GLS inhibitor,Pin1 inh,TrxR1 inh,PI4K2A block,USP1-UAF1 inh,IDH1 R132H inh,Tb PGK inh,HP1b chromo inh
Cc1ccccc1OCc1n(CC(=O)OC2CC(C)CCC2C(C)C)c2ccccc2[n+]1C (centres undefined),-2%[57.1 µM],-2%&3%,-1%&2%,-5%[57.1 µM],7&4,?,2%&-2%,-5%&1%,-19%&13%
COc1ccc(-c2nc3ccccc3s2)cc1,9%,0%,0%,11%,?,-16%,3%,?,50%[activator]
CCOc1ccc(CCNC(=O)c2cccc(S(=O)(=O)N3CCCCC3)c2)cc1OCC,-12%,-2%,0%,-7%,2,-10%,4%,-9%,26%
CCn1cc(C(=O)O)c(=O)c2cnc(N3CCN(C(=S)NC(=O)c4ccc(Cl)cc4)CC3)nc21,-9%,-8%,13%,-15%,7,-16%,-5%,i,50%[activator]
CCc1ccc(NC(=O)CCCN2C(=O)C3CC=CCC3C2=O)cc1 (centres undefined),0%,-4%,-1%,11%,8,-15%,9%,-3%,34%[activator]
CCOc1cccc(=O)c2c(C)n(-c3ccc(C(=O)O)cc3)c(C)c12,1%[57.1 µM],17%,-9%,-17%[57.1 µM],-10,-30%,-6%,1%,?
CC1=NN(c2ccccc2)C(=O)/C1=C/c1cc(C)n(C2CC2)c1C,3%[57.1 µM],6%,-1%,29%[57.1 µM],0,1%,6%,2%,26%
CCOc1ccc(Nc2nc(Nc3ccc(O)cc3)nc(C)c2[N+](=O)[O-])cc1,2%[57.1 µM],0%,-3%,12%[57.1 µM],-4,-6%,-1%,i,19%
CC(=O)c1ccc(NC(=O)c2ccc(NC(=O)CCS(=O)(=O)c3cccs3)cc2)cc1,10%&8%,14%&3%,10%&13%,18%&28%,6&-1,-16%&-22%,-4%&41%,-1%&-9%,45%&47%[activator]
COc1ccc(N(CC(=O)NC(C)(C)C)S(=O)(=O)c2ccccc2)cc1OC,10%[57.1 µM],-5%,1%,23%[57.1 µM],9,-6%,0%,1%,13%
CC(Oc1ccccc1)C(=O)Nc1ccc(S(=O)(=O)N2CCOCC2)cc1 (centres undefined),4%,20%,2%,15%,0,-11%,7%,-1%,11%
CCCCn1c(N)c(N(CC)C(=O)CCNC(=O)NC23CC4CC(CC(C4)C2)C3)c(=O)[nH]c1=O,3%,5%,1%,12%,-4,-9%,2%,-3%,2%
Cc1cc(NC(c2ccc(Cl)cc2)c2ccc3cccnc3c2O)no1 (centres undefined),7%[57.1 µM],12%,-1%,5%[57.1 µM],6,-20%,2%,-12%,23%
CSc1ccc(CN(C)C(=O)c2cc3ccccc3o2)cc1,-5%,-4%,5%,1%,-1,-2%,0%,14%,47%[activator]
CC1CN(C(=O)c2cnn3c(C(F)F)cc(-c4ccccc4)nc23)CC(C)O1 (centres undefined),4%,.,6%,-14%,-19,-8%,-1%,-1%,23%
CCCc1cc(=O)n2nc(N3CCC(C(=O)N4CCN(c5ccc(OC)cc5)CC4)CC3)sc2n1,-7%,27%,-5%,-1%,7,1%,7%,-7%,31%[activator]
CCOc1cc(N2CCOCC2)c(OCC)cc1NC(=O)CN1C(=O)NC2(CCCCCCC2)C1=O,-4%,1%,-2%,0%,-2,-23%,-5%,3%,10%
CC(C)Cn1c(N)c(C(=O)COC(=O)c2cc(C3CC3)nc3ccccc23)c(=O)n(C)c1=O,12%,-2%,29%,41%[activator],-3,-1%,7%,5%,33%
O=C(Nc1ccn(CC(=O)N2CCN(c3ccccn3)CC2)c(=O)n1)OCc1ccccc1,10%,0%,3%,11%,2,-7%,5%,-2%,81%[activator]
CC(=O)COC(=O)c1cccc(N2C(=O)C3C4C=CC(C4)C3C2=O)c1 (centres undefined),-1%,-8%,1%,6%,2,-18%,8%,-1%,54%[activator]
O=C(CCS(=O)(=O)c1ccccc1)Nc1nncs1,8%,-5%,0%,?,1,?,1%,-26%,-4%
CCc1ccccc1NC(=O)Cc1c(C(=O)O)[nH]c2ccc(Cl)cc12,0%,2%,-17%,-1%,0,-23%,-19%,-12%,8%
O=C(C1CCN(S(=O)(=O)c2ccc(Cl)cc2)CC1)N1CCC1,-7%,3%,2%,-6%,9,-3%,3%,2%,4%
O=C(Nc1ccnn1C1CCN(Cc2c(F)cccc2Cl)CC1)C1CCCC1,3%,0%,1%,8%,1,-18%,-9%,10%,20%
CCCCNC(=O)c1cc(-c2ccc3c(c2)OCO3)on1,-6%,-5%,-5%,-10%,-2,-18%,-1%,-2%,25%
Nn1cnnc1N/N=C/c1ccc(Cl)cc1Cl,-1%,17%,0%,6%,-24,-13%,17%,-4%,28%
COC(=O)c1c(C)[nH]c(C)c1C(C)=O,10%[57.1 µM],0%,?,-29%[57.1 µM],4,-1%,9%,-4%,14%
NC(=O)c1ccc(CN2CCc3ccccc3C2)cc1,5%,4%,-2%,14%,3,-26%,-5%,i,32%
COc1cccc(C(=O)COC(=O)C(C)N2C(=O)C3C4C=CC(C4)C3C2=O)c1 (centres undefined),6%[57.1 µM],1%,-2%,4%[57.1 µM],-2,-14%,1%,0%,28%
CCn1cc(CN2CCC(n3nccc3NC(=O)Cc3ccccc3)CC2)cn1,-7%,15%,1%,-13%,0,-11%,4%,9%,9%

(more compounds)
Results follow in this order: TrxR1 substrate	GLS inhibitor	Pin1 inh	TrxR1 inh	PI4K2A block	USP1-UAF1 inh	IDH1 R132H inh	Tb PGK inh	HP1b chromo inh
- COc1ccc(CCNC(=O)CS(=O)(=O)Cc2nc(-c3cccc(Cl)c3)oc2C)cc1OC
 : -6%	15%	9%	-6%	0	-1%	-2%	2%	34%
- Cc1ccc(C)c(N2CCN(S(=O)(=O)c3ccc4c(c3)n(C)c(=O)c(=O)n4C)CC2)c1
 : 14%	-3%	-3%	23%	-9	18%	-25%	i	27%
- Cn1c(=O)[nH]c(=O)c2c1nc(NCCCO)n2Cc1ccc(F)cc1
 : -1%	-4%	-7%	8%	-6	-14%	-1%	3%	25%
- CC(C)CCNCC1OCc2ccccc2CO1
 : 6%[57.1 µM]	-2%	-1%	-8%[57.1 µM]	-1	1%	2%	-2%	25%
- COc1cccc(CNC(=O)CCCn2nc(C)c3c(C)n(-c4ccc(C)cc4)nc3c2=O)c1OC
 : -4%&1%	0%&0%	-4%&-7%	6%&12%	2&-3	-12%&-15%	-9%&20%	-3%&-2%	54%&36%[activator]
- COc1ccc(CC(=O)OCC(=O)Nc2cccc(Cl)c2)cc1
 : -10%[57.1 µM]	0%	-7%	-18%	0	0%	0%	5%	34%
- CCN(CC)CCCN1C(=O)C(O)=C(C(=O)c2ccco2)C1c1ccc(OC(C)C)cc1 (centres undefined)
 : -18%	-14%	-6%	-24%	-1	-21%	13%	4%	33%
- CCN1CCN(Cc2c(O)ccc3c(=O)c(Oc4ccccc4Cl)c(C(F)(F)F)oc23)CC1
 : 7%	2%	-6%	8%	-8	-30%	8%	-4%	27%
- Cc1ccc(S(=O)(=O)N2CCN(CC(=O)NC(=O)NCc3ccccc3)CC2)cc1C
 : 3%[57.1 µM]	11%	2%	4%[57.1 µM]	5	0%	11%	7%	43%
- Cc1cc(C)cc(-n2ccnc2SCC(=O)Nc2nc3ccccc3s2)c1
 : 2%[57.1 µM]	4%	4%	29%[57.1 µM]	-4	-18%	3%	-6%	-15%[57 µM]
- CSc1cccc(CN2CCC(CCC(=O)NC3CC3)CC2)c1
 : 1%	-2%	-13%	28%	-1	4%	-6%	0%	30%
- CC(C)(C)c1ccc(NC(=O)CSc2n[nH]c(=O)n2C2CC2)cc1
 : -8%	0%	3%	14%	5	-8%	-8%	0%	20%

From PubChem BioAssay

A portion of the library. The share of hits here may be higher or lower than overall.
